ERK AVP inh – blocks ERK signaling stimulated by vasopressin; HEK293-V1b, vasopressin-stimulated pERK AlphaScreen; actives 0.99% (n = 72,000); Potency, µM (series often up to 57.5 µM), without a hit: at the highest dose activity, negative = inhibition, hits mostly inhibitors; further: potency means the concentration at half of the fitted maximal effect; on the % scale 0 is the no-effect control and ±100 the full control effect; nearly all actives have a fitted effect of over 55% in size
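HEK293 cells stably expressing V1b receptor, preincubated 30 min at 37 °C with compound, then stimulated 5 min with 25 nM vasopressin. Phospho-ERK by AlphaScreen SureFire after 5 h RT; normalized to DMSO and vasopressin; AC50 by Hill fit.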
FLuc inh – firefly luciferase inhibition | actives 2.2% (n = 72,000) | Potency, µM (highest dose often 57.1 µM), without a hit: at the top dose activity change, negative = inhibition, most hits filed as inhibitors | AID 411 | purified firefly luciferase, luminescence, 8 min; further: potency means the concentration at half of the fitted maximal effect; on the % scale 0 is the no-effect control and ±100 the full control effect; nearly all actives have a fitted effect of over 40% in size
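Titration-based qHTS; buffer 50 mM imidazole pH 7.2, 50 mM KCl, 7 mM MgCl2, 10 uM ATP, 0.01% Tween 20, 0.05% BSA; luciferase/luciferin detector mix added after compound; 8 min, ambient; luminescence.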
A350 autofl – A350 region autofluorescence. AID 590. actives 11% (n = 59,000). Compound autofluorescence, 340/450 nm, Alexa 350 dye-equivalents; stronger effect = higher value. max dye-equivalent concentration, M; in the data active means max dye-equivalent concentration above about 10 nM; inconclusive means mostly about 1.1 nM to 9.6 nM
Tau filament bind – binders of human tau filaments; P10636; recombinant tau filaments, thioflavin S fluorescence, 15 h; filaments grown with octadecylsulfate alongside compound; Potency, µM (titrated, usually from 57.1 µM), for the others: at the top dose activity change, negative = inhibition; actives 2% (n = 71,000); AID 596;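 further: potency means the concentration at half of the fitted maximal effect; on the % scale 0 is the no-effect control and ±100 the full control effect; actives lower thioflavin S fluorescence by blocking filaments or displacing dye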
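ThS-based fibril read: tau 1 uM final, inducer ODS 30 uM final, 37 C for 15 h, ex 450/em 510 nm.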
Fluorescein fluor – fluorescein region autofluorescence | Compound autofluorescence, 480/540 nm, fluorescein-equivalent; stronger effect = higher value | max fluorescein-equivalent concentration, M | actives 0.91% (n = 59,000) | AID 593; in the data active means max fluorescein-equivalent concentration above about 10 nM; inconclusive means between about 1.1 nM and that limit
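Compounds were pin-transferred into 100 mM Tris buffer, pH 8.0, and incubated 15 min at room temperature. Fluorescence was read at 480 nm excitation/540 nm emission. Signals were normalized to an on-plate six-point fluorescein standard curve as dye-equivalent concentration.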
Caspase-1 inhib – blocks human caspase-1 allosterically or competitively; Caspase-1 enzyme, Ac-WEHD-AFC fluorogenic rate; Potency, µM (titrated, usually from 57.5 µM), for the others: at the highest dose activity change, negative = inhibition, usual class: inhibitors; actives 0.03% (n = 75,000); AID 900;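 further: potency means the concentration at half of the fitted maximal effect; plate controls were vehicle for no effect and no substrate for full effect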
Target sequence (P29466 120-297 limits assumed): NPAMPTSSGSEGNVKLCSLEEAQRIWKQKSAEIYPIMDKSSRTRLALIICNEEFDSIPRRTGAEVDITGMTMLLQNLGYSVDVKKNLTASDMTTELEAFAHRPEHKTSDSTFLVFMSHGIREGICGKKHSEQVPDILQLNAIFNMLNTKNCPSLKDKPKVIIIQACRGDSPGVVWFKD
Target sequence (P29466 317-404 limits assumed): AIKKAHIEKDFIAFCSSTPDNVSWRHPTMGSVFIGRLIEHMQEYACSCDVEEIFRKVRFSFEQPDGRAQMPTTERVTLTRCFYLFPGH
Rhodamine autofl – compound autofluorescence in rhodamine spectral region | Rhodamine-region fluorescence, 547/598 nm, Tris buffer; stronger effect = higher value | actives 0.05% (n = 59,000) | AID 594 | max dye-equivalent concentration, M; in the data active means max dye-equivalent concentration above about 11 nM; inconclusive means between about 1.1 nM and that limit
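Intensities are converted to rhodamine-equivalent concentration using a six-point rhodamine standard on each plate. Compounds sit 15 min at room temperature in 100 mM Tris buffer, pH 8.0; read uses the 547/598 nm excitation/emission pair.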
TexasRed autofl – Texas Red region autofluorescence; Compound fluorescence, Texas Red channel, 547/618 nm; stronger effect = higher value; max dye-equivalent concentration, M; actives 0.06% (n = 59,000); in the data active means max dye-equivalent concentration above about 10 nM; inconclusive means between about 1.1 nM and that limit
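Fluorescence at ex 547/em 618 nm, normalized against an on-plate Texas Red standard series to give dye-equivalent concentration per compound concentration. Buffer 100 mM Tris, pH 8.0; 15 min RT incubation before CCD imaging.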
Caspase-7 inhib – allosteric or competitive inhibitors of human caspase-7 | P55210 | actives 0.02% (n = 75,000) | Potency, µM (highest dose often 57.5 µM), for the others: at the highest dose activity change, negative = inhibition, hits mostly inhibitors | recombinant caspase-7, Ac-DEVD-AFC fluorescence rate | AID 889; active means well fitted inhibition curve with a large enough effect in the main read-out, with a control signal flat, not every such curve was filed as active; inconclusive means small, poorly fitted or top-dose-only effect, or a change in a side signal; further: potency means the concentration at half of the fitted maximal effect; % of control where 0% means no effect
Target sequence (P55210 24-198 limits assumed): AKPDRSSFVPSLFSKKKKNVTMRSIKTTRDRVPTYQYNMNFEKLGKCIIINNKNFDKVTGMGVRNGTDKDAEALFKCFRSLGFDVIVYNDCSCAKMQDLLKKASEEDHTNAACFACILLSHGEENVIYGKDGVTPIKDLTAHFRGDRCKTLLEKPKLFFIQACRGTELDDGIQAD
Target sequence (P55210 207-303 limits assumed): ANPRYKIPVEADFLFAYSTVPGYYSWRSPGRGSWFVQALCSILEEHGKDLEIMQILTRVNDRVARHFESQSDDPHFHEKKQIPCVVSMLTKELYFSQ
HEK293 cAMP cs – counter-screen for TSHR agonists: cAMP increase in parental HEK293 | parental HEK293 CNG cAMP sensor, membrane potential fluorescence | Potency, µM (highest dose often 57.1 µM), inactives show top-dose activation, most hits filed as activators | actives 2.5% (n = 73,000) | AID 938; further: potency means the concentration at half of the fitted maximal effect; % of control where 0% means no effect; nearly all actives have a fitted effect of over 55% in size
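Parental HEK 293 cells stably expressing a modified CNG channel (no TSHR) report cAMP rise as membrane depolarization. Membrane potential dye with 100 uM RO 20-1724 was loaded for 60 min at room temperature, then compound added for 30 min; fluorescence read at 590 nm.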
4MU fluor – 4-MU region autofluorescence. AID 589. compound autofluorescence, 340/450 nm, 4-MU equivalents; stronger effect = higher value. max dye-equivalent concentration, M. actives 11% (n = 59,000); in the data active means max dye-equivalent concentration above about 10 nM; inconclusive means mostly about 1.1 nM to 9.6 nM
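Compounds in 100 mM Tris, pH 8.0, incubated 15 min at room temperature, then fluorescence read at 340 nm excitation/450 nm emission. Signal converted to 4-MU dye-equivalent concentration using an on-plate six-point 4-MU standard curve.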
* = called active by the depositor; i = inactive; ? = inconclusive; . = not tested or not shown; [ ] = dose if it differs, or a comment. Unless noted, the call rests on the fitted dose curve; in most records, active means well fitted curve in the direction sought with a large enough effect; inconclusive means small, poorly fitted or top-dose-only effect, or another doubt; inactive means no such curve, though single readings can be large; an effect the other way counts as inactive or inconclusive. These rows are one share of the data. The share of hits here may be higher or lower than overall.

Structure	FLuc inh	Tau filament bind	Fluorescein fluor	4MU fluor	HEK293 cAMP cs	Caspase-1 inhib	TexasRed autofl	A350 autofl	Rhodamine autofl	ERK AVP inh	Caspase-7 inhib
COc1ccc(NC(=O)C2CCCN(S(=O)(=O)c3c(C)n[nH]c3C)C2)cc1 (stereo not given)	2.1%	-2.6%	i	i	3.2%	-1.1%	i	i	i	12.7%	-13.8%
CC(Sc1nc(N)cc(=O)[nH]1)C(=O)NC1CCCCC1 (stereo not given)	3.1%	-3.8%	?	i	-1.0%	-0.9%	i	i	i	-6.7%	-0.8%
Cc1nnc(SCC(=O)N2CCOCC2)n1C	-0.2%	4.4%	.	.	10.7%	0.3%	.	.	.	5.6%	-0.1%
Cc1cc(Br)ccc1NC(=O)CCN1C(=O)c2ccncc2C1=O	1.5%	-15.4%	i	i	-0.2%	0.1%	i	i	i	7.0%	7.7%
C=CCn1c(SCC(=O)O)nnc1-c1cccc(Cl)c1	2.0%	-9.3%	i	i	-9.2%	-0.8%	i	i	i	7.4%	-0.1%
Cc1cc(NC(=O)Cn2cnc3c(cnn3C(C)(C)C)c2=O)no1	-1.4%	-2.2%	i	i	11.2%	0.9%	?	i	i	9.3%	-3.4%
Cc1nc2ccccc2c(=O)n1N	0.1%	-5.6%	?	i	1.4%	0.1%	i	?	i	-12.3%	-0.8%
COC(=O)c1cc(NC2c3ccccc3C(=O)N2c2cccnc2)cc(C(=O)OC)c1 (stereo not given)	-2.2%	6.3%	.	.	15.1%	2.5%	.	.	.	7.5%	-2.8%
O=C(O)c1ccc2c3c(ncnc13)-c1ccccc1C2=O	-3.5%	8.5%	1.35e-08M*	i	6.8%	-1.9%	?	i	i	6.2%	-2.9%
CCOC(=O)C1CCN(C(=O)c2cccnc2)CC1	1.6%	15.7%	i	i	-1.6%	-2.1%	i	i	i	-25.4%	0.0%
Cc1cc(=O)oc(C)c1C(=O)N[C@@H]1CCCCNC1=O	-0.1%[25.5 µM]	.	i	i	.	.	i	i	i	.	.
COc1cccc(NC(=O)C2CCN(S(C)(=O)=O)CC2)c1	0.7%	10.6%	i	i	-1.6%	0.4%	i	i	i	-7.6%	0.7%
CCc1nc(N)c(C#N)c(-c2ccc(O)c(OC)c2)c1C	2.0%	-7.2%	i	i	?	-0.7%	i	i	i	?	1.1%
C=CCn1c(SC(C)C(=O)NC2(C#N)CCCCC2)nnc1-c1ccc(OC)cc1 (stereo not given)	1.3%	-4.8%	?	i	?	0.3%	?	i	i	0.1%	-1.3%
Cc1nc2c(c(=O)n1CCC1=CCCCC1)c1nc3ccccc3nc1n2/N=C/c1ccco1	-1.4%	2µM*	?	1.15e-08M*	-25.5%	-12.9%	i	1.53e-08M*	i	-19.1%	-15.5%
COc1ccc(CCNC2CC(C)N(C)CC2C)cc1OC (stereo not given)	1.1%[25.5 µM]	.	i	?	.	.	i	?	i	.	.
CO[C@@H]1COC(=O)C/C=C\[C@H](C)[C@H](OC)COC(=O)[C@H]2CCCN2C(=O)C/C=C\[C@H]1C	-1.5%[11.4 µM]	.	.	.	-4.0%[11.4 µM]	0.4%[11.5 µM]	.	.	.	2.2%[11.5 µM]	0.4%[11.5 µM]
CC(=O)NCCc1ccc(O)c(O)c1	-17.4%	-3.9%	i	i	6.4%	-0.5%	?	i	i	9.5%	-1.8%
CC1(C)CC(=O)N(CC(=O)NCc2ccc(F)cc2)c2ccccc2S1(=O)=O	0.7%	-8.5%	.	.	-1.2%	2.9%	.	.	.	-1.2%	-2.2%
O=S1(=O)CCN(Cc2ccccn2)CC1	2.7%[11.4 µM]	0.6%[11.4 µM]	i	i	10.5%[11.4 µM]	-0.3%[11.5 µM]	i	i	i	-6.4%[11.5 µM]	0.7%[11.5 µM]

3 neighbouring compounds out of the list so far, quoted:
Structure	FLuc inh	Tau filament bind	Fluorescein fluor	4MU fluor	HEK293 cAMP cs	Caspase-1 inhib	TexasRed autofl	A350 autofl	Rhodamine autofl	ERK AVP inh	Caspase-7 inhib
CC(=O)NCCc1ccc(O)c(O)c1	-17.4%	-3.9%	i	i	6.4%	-0.5%	?	i	i	9.5%	-1.8%
CC1(C)CC(=O)N(CC(=O)NCc2ccc(F)cc2)c2ccccc2S1(=O)=O	0.7%	-8.5%	.	.	-1.2%	2.9%	.	.	.	-1.2%	-2.2%
O=S1(=O)CCN(Cc2ccccn2)CC1	2.7%[11.4 µM]	0.6%[11.4 µM]	i	i	10.5%[11.4 µM]	-0.3%[11.5 µM]	i	i	i	-6.4%[11.5 µM]	0.7%[11.5 µM]

(cont.)
Structure	FLuc inh	Tau filament bind	Fluorescein fluor	4MU fluor	HEK293 cAMP cs	Caspase-1 inhib	TexasRed autofl	A350 autofl	Rhodamine autofl	ERK AVP inh	Caspase-7 inhib
COCCNC(=O)CN1CCN(Cc2cccc(Cl)c2)C1=O	1.3%	-9.6%	.	.	3.3%	-0.8%	.	.	.	2.9%	-0.4%
CCc1ccc(OCC(=O)NCc2ccco2)c(Br)c1	-5.0%	-1.2%	i	i	9.6%	0.0%	i	i	i	-21.6%	-5.5%
COc1ccc(NC(=O)c2ccc(Cl)c(S(=O)(=O)N3CCc4ccccc4C3)c2)cn1	-1.2%	176.2%	?	i	?	5.7%	?	i	i	-5.6%	-2.3%
Cc1cc(NC(=O)CSc2nnc3c(C)cc4c(C)ccc(C)c4n23)no1	1.1%	2.9%	i	i	11.3%	2.0%	?	i	i	0.9%	-0.5%
COc1ccc(C(=O)Nc2ccccc2C(=O)NCCCn2ccnc2)cc1	-27.3%	0.5%	.	.	-0.1%	0.6%	.	.	.	?	1.4%
COC(=O)Cc1cc(=O)[nH]c(Nc2nc3ccccc3o2)n1	15.8µM*	-0.8%[11.4 µM]	.	.	7.8%[11.4 µM]	-4.0%	.	.	.	9.1%	-2.1%
Oc1ccc(Cl)cc1CNc1ccc(Br)cn1	-16.6%	7.6%	i	i	-8.6%	-0.8%	i	i	i	-16.2%	-1.9%
O=C(O)c1cccc(S(=O)(=O)Nc2ccc3oc(=O)sc3c2)c1	-1.7%	4.5%	i	i	?	-2.7%	i	i	i	17.0%	-3.4%
COc1ccc2c(=O)c3c(=O)n(Cc4ccco4)c(-c4cc(OC)c(OC)c(OC)c4)nc3oc2c1	1.1%	-12.0%	i	i	6.0%	-0.6%	i	i	i	-9.0%	-2.2%
C[N+](C)(C)C/C=C1/COCO1	3.1%	12.4%	i	i	1.4%	0.9%	i	i	i	-1.2%	-0.2%
COc1cccc(Cn2c(=O)cnc3cnc(OCc4ccccc4)nc32)c1	0.5%[11.4 µM]	?	i	i	?	-6.3%	i	i	i	-12.7%	-5.2%
c1ccc(C2NCCn3cccc32)cc1 (stereo not given)	-1.6%	-8.6%	.	.	-2.3%	-2.0%	.	.	.	-22.6%	-3.6%
CCCc1nnc(NC(=O)c2ccncc2)s1	-0.8%	4.5%[11.4 µM]	.	.	12.2%[11.4 µM]	-0.9%	.	.	.	-27.4%	1.7%
CNC(=O)[C@H]1O[C@H](n2cnc3c(NCc4cccc(I)c4)ncnc32)[C@@H](O)[C@@H]1O	0.8%	-1.7%	.	.	0.6%	0.7%	.	.	.	?	0.0%
O=C(Nc1ccc2c(c1)OCO2)C1(S(=O)(=O)c2ccc(Cl)cc2)CC1	0.5%	15.8µM*	i	i	-1.6%	2.2%	?	i	i	18.9%	1.0%
O=C(c1ccc(Cn2c(=O)[nH]c3ccccc3c2=O)cc1)N1CCN(c2ccccc2)CC1	-1.0%	19.6%	i	i	0.9%	-5.0%	i	i	i	-11.1%	-1.0%
CCc1c(C)sc(NC(=O)c2cc(C)no2)c1C#N	?	-6.1%	.	.	8.1%	-1.2%	.	.	.	-13.9%	-0.2%
COc1ccccc1NC(=O)NC(N)=O	-1.8%	-13.8%	i	i	0.2%	-0.1%	i	i	i	-22.4%	-0.6%
CSc1nc2cc(F)c(F)cc2n1C	-2.4%	0.9%	i	i	10.7%	1.0%	i	i	i	-6.9%	1.5%
CCOC(=O)c1oc2nc(C(C)C)c3c(c2c1N)CC(C)(C)OC3	1.4%	44.3%	?	5.97e-07M*	2.0%	-0.9%	i	8.27e-07M*	i	-0.2%	-0.9%
N#Cc1c(N)oc(-c2ccc3c(c2)OCO3)c1-c1ccc2c(c1)OCO2	0.7%	-11.7%	i	3.42e-06M*	-6.2%	-8.4%	?	3.23e-06M*	i	3.9%	-9.8%
Cc1nc(NC2CCCCC2)c2nc(-c3ccccc3)n(CCCN3CCOCC3)c2n1	.	67.7%	.	.	?	0.4%	.	.	.	-24.9%	-1.0%
CC(=O)Cc1nsc(NC(=O)c2cc(-c3cccc(C(F)(F)F)c3)oc2C)n1	-0.1%	3.8%	?	i	10.6%	-4.6%	i	i	i	-17.5%	-3.2%
COCCNS(=O)(=O)c1cc(-c2nn(C)c(=O)c3ccccc23)ccc1C	1.4%	4.9%	i	i	12.7%	2.4%	i	i	i	-30.6%	1.1%
Nc1ccc2[nH]cc(CCC(=O)O)c2c1	0.6%[11.4 µM]	2.6%[11.4 µM]	i	i	7.7%[11.4 µM]	-1.1%[11.5 µM]	i	i	i	9.9%[11.5 µM]	-0.6%[11.5 µM]

Screening results (PubChem BioAssay)
